CCT chaperon mod – High-Throughput Screening for Modulators of Cytosolic Chaperonin Activity | purified chaperonin ATPase assay, HTRF ADP detection, 30 min | activity change, % (test concentration not listed), hits read low | 0.3% of 360,000 active | AID 651819, 2012; in the data active = activity change below about -30%; note: % is set by controls: 0 for no effect and ±100 for the full control effect
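ATPase activity: ADP formed was measured by HTRF Transcreener (665/615 nm ratio) after 30 min at 37 deg C with 10 uM ATP. Compounds screened at one 76 uM concentration against 40 or 20 nM TRiC in Tris pH 7.4/KCl/MgCl2/DTT buffer.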
TGFb SMAD3 inh – qHTS for Inhibitors of TGF-b | 1.2% of 410,000 active | HepG2 CAGA-GFP TGF-b/SMAD3 reporter, GFP fluorescence, 18 h; TGF-beta stimulated, 500 pg/mL final | Potency, µM (top dose mostly 46.1 µM), for the others: at the highest dose activity, negative = inhibition, usual class: inhibitors; note: potency is the fitted concentration of half-maximal effect; % is set by controls: 0 for no effect and ±100 for the full control effect; nearly all actives have a fitted effect of over 65% in size
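Per well, imaged GFP fluorescence of HEPG2 CAGA-GFP cells gives the signal; cells get compound, then TGF-beta (500 pg/mL final), 18 h at 37 degrees C; %Activity versus -TGF-beta and +DMSO controls.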
EPAC2 antagonist – qHTS for Antagonist of cAMP-regulated guanine nucleotide exchange factor 2 (EPAC2): primary screen. EPAC2 GEF exchange of Rap1B-BODIPY-GDP, fluorescence. Rap guanine nucleotide exchange factor 4 (Homo sapiens), Q8WZA2. AID 720708, 2013. Potency, µM (top dose mostly 114 µM), inactives show top-dose activity, negative = inhibition, actives largely listed as inhibitors. 0.18% of 360,000 active; note: potency is the fitted concentration of half-maximal effect; % is set by controls: 0 for no effect and ±100 for the full control effect; nearly all actives have a fitted effect of over 45% in size; many of its hits are not listed in these tables
Target sequence (Q8WZA2 whole entry, looked up): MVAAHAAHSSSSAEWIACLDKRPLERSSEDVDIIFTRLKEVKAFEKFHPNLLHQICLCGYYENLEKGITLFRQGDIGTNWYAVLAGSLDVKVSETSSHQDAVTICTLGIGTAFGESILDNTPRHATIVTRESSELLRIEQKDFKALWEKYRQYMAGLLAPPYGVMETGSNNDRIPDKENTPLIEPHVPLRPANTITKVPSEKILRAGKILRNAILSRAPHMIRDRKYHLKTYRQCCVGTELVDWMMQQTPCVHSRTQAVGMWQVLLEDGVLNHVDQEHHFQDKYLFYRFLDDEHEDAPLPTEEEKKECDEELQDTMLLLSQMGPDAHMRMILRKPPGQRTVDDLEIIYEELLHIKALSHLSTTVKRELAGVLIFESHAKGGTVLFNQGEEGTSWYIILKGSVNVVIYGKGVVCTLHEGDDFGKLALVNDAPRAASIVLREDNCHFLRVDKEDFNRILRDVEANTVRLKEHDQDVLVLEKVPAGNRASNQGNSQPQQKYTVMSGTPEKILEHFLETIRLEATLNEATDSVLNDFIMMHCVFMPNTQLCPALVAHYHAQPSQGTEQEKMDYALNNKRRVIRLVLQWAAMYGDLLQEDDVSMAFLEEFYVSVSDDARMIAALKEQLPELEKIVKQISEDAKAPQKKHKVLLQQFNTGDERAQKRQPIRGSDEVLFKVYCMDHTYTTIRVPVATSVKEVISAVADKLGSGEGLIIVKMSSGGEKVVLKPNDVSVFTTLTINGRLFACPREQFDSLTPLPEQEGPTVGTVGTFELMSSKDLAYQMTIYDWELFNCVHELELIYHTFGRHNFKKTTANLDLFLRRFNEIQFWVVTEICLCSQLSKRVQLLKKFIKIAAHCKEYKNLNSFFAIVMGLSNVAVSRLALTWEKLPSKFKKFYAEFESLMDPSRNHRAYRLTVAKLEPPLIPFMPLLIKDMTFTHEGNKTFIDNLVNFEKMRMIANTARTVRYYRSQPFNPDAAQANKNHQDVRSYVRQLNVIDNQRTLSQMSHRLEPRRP
Nrf2 ARE act – qHTS of Nrf2 Activators. AREc32 ARE-luciferase reporter (MCF7-derived line), luminescence, 24 h. Potency, µM (doses to about 46.1 µM), for the others: at the highest dose activation, most hits filed as activators. 0.31% of 410,000 active. AID 624171, 2012; note: potency is the fitted concentration of half-maximal effect; % of control where 0% means no effect; nearly all actives have a fitted effect of over 65% in size
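Steps: seed AREc32_Fluc cells (1000/well, 5% FBS OPTI-MEM); incubate overnight at 37 deg C; add 23 nL compound; incubate 24 hr; add Steady-Glo; hold 30 min RT; read luminescence.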
EPAC2 ag – qHTS for Agonist of cAMP-regulated guanine nucleotide exchange factor 4 (EPAC2): primary screen. EPAC2 activation, biochemical qHTS; response scale: 100% = 6.5 mM cAMP response. Potency, µM (series often up to 154 µM), inactives show at the top dose activation, actives largely listed as activators. 0.079% of 360,000 active; note: potency is the fitted concentration of half-maximal effect; nearly all actives have a fitted effect of over 50% in size
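Guanine nucleotide exchange by EPAC2 is measured as reduced fluorescence of BODIPY-GDP once it is released from 250 nM Rap1B. Plates are read kinetically for 30 min at room temperature; results are scaled to 6.5 mM cAMP.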
A549 tox – Nrf2 qHTS screen for inhibitors: counterscreen for cytotoxicity; A549 ARE-Fluc cells, CellTiter-Fluor viability, 18-24 h; Potency, µM (doses to about 46 µM), for inactives: top-dose activity change, negative = cytotoxicity, most hits filed as inhibitors; 0.16% of 390,000 active; AID 504648, 2011; note: potency is the fitted concentration of half-maximal effect; % is set by controls: 0 for no effect and ±100 for the full control effect
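A549 ARE_Fluc cells in 5% FBS OPTI-MEM were exposed to compounds in concentration-response for 18-24 h at 37 deg C. Viability was read by CellTiter-Fluor fluorescence (Ex 405/Em 525) after 30 min, before the luciferase read.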
Nrf2 inh – Nrf2 qHTS screen for inhibitors. A549 ARE-Fluc reporter, luciferase luminescence, 18-24 h. Potency, µM (highest dose often 46 µM), for inactives: at the top dose activity change, negative = inhibition, actives largely listed as inhibitors. 2.1% of 360,000 active. AID 504444, 2011; note: potency is the fitted concentration of half-maximal effect; % is set by controls: 0 for no effect and ±100 for the full control effect; nearly all actives have a fitted effect of over 60% in size
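A549 ARE_Fluc cells (5000/well, 5% FBS OPTI-MEM) pre-incubated 2 h, then treated with compounds 18-24 h at 37C/5% CO2 in concentration-response. CellTiter-Fluor viability read first; BugLite luciferase luminescence after 15 min at room temperature gives Nrf2 activity.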
Mm-Cpn inhibitor – Inhibitors of TCP-1 ring complex (TRiC) of Methanococcus maripaludis (MmCpn): qHTS; purified Mm-Cpn ATPase, ADP Transcreener TR-FRET; Potency, µM (top dose mostly 76.9 µM), for inactives: at the top dose activity, negative = inhibition, hits mostly inhibitors; 0.031% of 330,000 active; AID 504842, 2011; note: potency is the fitted concentration of half-maximal effect; % is set by controls: 0 for no effect and ±100 for the full control effect; nearly all actives have a fitted effect of over 80% in size
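ATPase turnover read by TR-FRET ADP competition (Eu cryptate antibody/ADP-d2, 665/590 nm): 10uM ATP final, 25nM Mm-CPN final, 30 min 37degC after 10-min compound preincubation, pH 7.4 Tris/KCl/MgCl2/DTT buffer.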
Akt phos inh – HTS Assay for Inhibitors of Akt Phophorylation: Primary Screen; activity change, % for hits at 50 µM; AID 651550, 2012; Neuro2A IGF-stimulated pAkt S473 HTRF, 20 min; active compounds read low; 0.32% of 360,000 active; in the data active = activity change below about -80%; inconclusive = mostly about -51% to -80%; note: % is set by controls: 0 for no effect and ±100 for the full control effect
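Single-point screen (50 µM final compound) in Neuro2A cells stimulated 20 min with 6 nM IGF at 37 deg C. After lysis, Ser473-phosphorylated Akt read by HTRF (ex 330 nm, em 615/665 nm) as the 665/615 ratio.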
An asterisk follows results filed as active; i = inactive; ? = inconclusive; . = not tested or not shown; [ ] = dose if it differs, or a comment. Unless noted, calls come from the whole dose curve; as a rule, active = well fitted curve in the direction sought with a large enough effect; inconclusive = small, poorly fitted or top-dose-only effect, or another doubt; inactive = no such curve, though single readings can be large; an effect the other way counts as inactive or inconclusive.

structure,CCT chaperon mod,TGFb SMAD3 inh,EPAC2 antagonist,Nrf2 ARE act,EPAC2 ag,A549 tox,Nrf2 inh,Mm-Cpn inhibitor,Akt phos inh
CC(C)C(NS(=O)(=O)c1ccc2c(c1)oc(=O)n2C)C(=O)NCCc1ccccc1 (centres undefined),.,-6.9%,.,-0.9%,.,15.2%,10.5%,.,.
O=C(CCCc1c[nH]c2ccccc12)Nc1ccc2ccccc2c1,-1.3,?,?,2.5%,1.2%,-12.2%,?,-16.5%,i
Cc1ccc(C)c(S(=O)(=O)NCc2ccc3c(c2)OCO3)c1,-2.6,2.0%,-5.4%,-0.2%,-0.8%,6.8%,1.9%,0.5%,i
Cc1ccc([N+](=O)[O-])cc1S(=O)(=O)Nc1ccc(-c2ccc(N3CCCC3)nn2)cc1,-1.0,?,5.3%,5.2%,13.1%,?,-21.0%,0.9%,i
CCn1c(=O)cc(OCC(=O)N(C)c2ccccc2F)c2ccccc21,1.8,-7.0%,-2.8%,4.0%,6.6%,-6.7%,?,0.8%,i
COC(=O)c1ccc(Cc2ccc(C(=O)OC)o2)o1,-0.9,11.6%,7.8%,-0.8%,10.2%,-4.2%,0.0%,-0.2%,i
CC1CCN(S(=O)(=O)N2CCC(C(=O)NCCc3ccccc3)CC2)CC1,-0.5,0.8%,0.4%,-1.2%,3.6%,-1.2%,-2.4%,-0.5%,i
Cc1ccc2c(c1)c1ncnc(N3CCc4ccccc4C3)c1n2C,2.0,-10.1%,0.7%,10.7%,3.3%,0.2%,.,-14.9%,i
CN(Cc1nc2ccccc2s1)C(=O)c1ccc(F)cc1,0.4,6.6%,4.6%,0.5%,18.6%,0.9%,?,1.3%,i
O=C(N/N=C1\CC(c2ccccc2)Oc2ccccc21)c1cccnc1 (centres undefined),-4.5,-23.5%,0.6%,4.9%,-2.9%,6.1%,2.7%,3.2%,i
CC(C)C[C@@H]1Cc2[nH][nH]c(=O)c2[C@H](C(C)C)O1,1.1,.,-1.8%,6.9%,-9.8%,.,.,.,i
Cc1ccc(Oc2ccc(NC(=O)C3=CC=CN4CCS(=O)(=O)N=C34)cc2)cc1,-1.1,4.0%,-6.8%,0.5%,-6.4%,-1.3%,-0.4%,-0.3%,i
CN1CCN(c2oc(COc3ccc(-c4ccccc4)cc3)nc2C#N)CC1,1.4,-21.1%,-15.2%,2.9%,25.6%,?,16.4µM*,-1.5%,i
Nc1c(-c2nc(-c3ccccc3Cl)no2)nnn1-c1ccccc1F,.,-0.5%,.,5.0%,.,6.9%,?,.,.
COc1ccc(Br)cc1C(=O)Nc1ccc(N2CCCC2)cc1,0.4,22.3%,-5.3%,13.9%,5.7%,0.7%,?,0.4%,i
O=C(NCCc1ccc(Cl)cc1)C1CCCN(S(=O)(=O)c2cnc[nH]2)C1 (centres undefined),0.3,-0.4%,?,-0.6%,9.5%,1.7%,?,2.5%,i
CCCCn1cnc2cc(NCc3cccc(OC)c3O)ccc21,-2.3,-14.0%,-6.2%,14.8%,-6.0%,-0.5%,-18.8%,-2.4%,i
COc1ccccc1NC(=O)NCc1ccc(C)n1C,0.1,9.9%,11.9%,-0.3%,5.1%,4.2%,-18.0%,-0.8%,i
Cc1c(NC(=O)c2ccco2)c(=O)n(-c2ccccc2)n1C,-1.0,-6.1%,6.5%,-0.8%,1.8%,6.1%,-23.5%,-0.1%,i
N=C1C=CC=C2C1=NC1(CCCCC1)N2O,-1.0,-6.6%,-11.0%,0.6%,4.2%,-5.5%,-4.7%,-6.3%,i
CC(C(=O)Nc1cccc(S(=O)(=O)N2CCOCC2)c1)N1CCN(C/C=C/c2ccccc2)CC1 (centres undefined),-1.0,13.8%,3.0%,3.8%,7.5%,-10.5%,?,1.1%,i
C[C@H](CO)N1C[C@H](C)[C@H](CN(C)C)Oc2ccc(NS(=O)(=O)c3ccc(F)cc3)cc2CC1=O,-0.8,1.4%,7.9%,-0.1%,7.4%,11.0%,-3.4%,-1.4%,i
CC(C(=O)Nc1ccc(N2CCOCC2)cc1)N1C(=O)c2ccccc2C1=O (centres undefined),-2.6,2.5%,15.7%,-0.5%,2.9%,0.8%,2.8%,-1.7%,i
CC1CC(C)CN(CC(O)COc2ccc3c(c2)CCC3)C1 (centres undefined),-1.8,-4.2%,6.7%,-0.6%,1.0%,0.1%,3.1%,1.8%,i
O=C(CN(C(=O)CNC(=O)c1cccs1)c1ccccc1F)NC1CCCCC1,-2.5,0.9%,4.1%,-0.3%,18.1%,2.6%,-9.8%,-0.6%,i
O=C(NNC(=O)c1ccccc1[N+](=O)[O-])c1ccco1,-4.0,-20.3%,5.9%,0.3%,8.1%,-7.7%,3.9%,-3.7%,i
O=C(Cc1ccc(F)cc1)OCC(=O)c1cc2ccccc2o1,-0.7,-37.8%,-0.6%,-0.1%,13.0%,-6.5%,-13.8%,1.3%,i
CC(=O)N1CCN(CC(=O)Nc2cc([N+](=O)[O-])ccc2Cl)CC1,2.1,-2.4%,-0.6%,-0.5%,-0.7%,-9.8%,10.3%,2.1%,i
CCOc1ccc(N(CC(=O)NC(C)(C)C)C(=O)c2ccco2)cc1,-2.1,-4.4%,4.2%,-0.1%,-5.6%,4.6%,4.1%,1.6%,i
COCCCN(C(=O)CSCC(=O)Nc1cccc(C)c1)c1c(N)n(Cc2ccccc2)c(=O)[nH]c1=O,-3.1,-1.4%,2.9%,-0.8%,2.9%,1.1%,1.9%,-10.2%,i
COc1ccc(-c2ccc(SCC(=O)NC3CCCC3)nn2)cc1,-0.4,2.1%,-2.6%,-0.7%,1.3%,.,.,.,i
Cc1ccc(OCCCSc2nc(-c3ccc(C(C)(C)C)cc3)nc3cc(=O)[nH]n23)cc1C,.,?,.,-1.3%,.,?,?,.,.
COc1cc(/C=N/NC(=O)C(=O)NCc2cccnc2)ccc1O,-0.3,3.6%,34.3%[activator],-0.4%,12.5%,-0.4%,1.6%,0.9%,i
CCN1C=C(C(=O)OC)C(c2cccc(C)c2)C(C(=O)OC)=C1,1.0,6.3%,5.1%,0.2%,0.3%,22.7%,12.0%,-3.7%,i
CCOc1ccc(C(=O)NCCc2ccc3c(c2)OCCO3)cc1,-4.6,-0.4%,-3.7%,0.5%,2.4%,-4.0%,?,-10.1%,i
O=C(CCNC(=O)C1CCN(S(=O)(=O)c2ccc(F)cc2)CC1)NCc1ccccn1,-0.3,5.3%,3.3%,-0.2%,1.4%,.,.,.,i
CCOc1ccc(C2=C(C(C)=O)Sc3nnc(C)n3N2C(C)=O)cc1,.,7.94µM*,.,23.0%,.,?,?,.,.
NC1=NC(c2cccc(O)c2)n2c(nc3ccccc32)N1 (centres undefined),-2.4,-0.5%,21.3%,-0.6%,5.2%,2.5%,12.1%,-5.7%,i
COc1ccc(CNC(=O)C2CC(O)CN2C(=O)Nc2ccccc2)cc1 (centres undefined),-7.2,7.1%,0.3%,-0.3%,4.2%,-0.4%,0.9%,1.1%,i
O=C(CSc1ccccc1C(=O)O)NCc1ccc(Cl)cc1,-0.4,16.9%,5.2%,-1.0%,8.0%,3.7%,3.6%,-11.6%,i
Cc1ccc(OCC(=O)OCc2cc(=O)n3nc(-c4cccs4)sc3n2)cc1C,.,?,.,-0.3%,.,-1.5%,17.7%,.,.
O=C(NNc1c2ccccc2nc2ccccc12)c1ccc(O)cc1,2.6,-0.5%,-10.8%,4.3%,10.6%,?,-4.6%,-12.3%,i
CCOC(=O)C1=C(N)N(c2ccccc2)C(=O)C1,0.0,0.0%,4.7%,-0.7%,12.3%,-2.2%,-21.9%,-1.5%,i
Cc1ccc(C(=O)O[C@H](C(=O)O)[C@H](OC(=O)c2ccc(C)cc2)C(=O)O)cc1,1.8,-0.4%,1.5%,0.1%,4.5%,-2.6%,13.8%,2.2%,i
C=CCONC(=O)Cc1ccccc1,4.0,-0.2%,7.0%,2.0%,4.8%,3.5%,-12.3%,1.2%,i

Structures listed above shown as hits in TGFb SMAD3 inh:
Structure | CCT chaperon mod | TGFb SMAD3 inh | EPAC2 antagonist | EPAC2 ag | Mm-Cpn inhibitor | Akt phos inh
CCOc1ccc(C2=C(C(C)=O)Sc3nnc(C)n3N2C(C)=O)cc1 | . | 7.94µM* | . | . | . | .

Screening data as filed in PubChem BioAssay.

These rows are one share of the data; the hit share may differ from the screen's.
